Screening data deposited in PubChem BioAssay by several laboratories.
PLK1 inh: blocks human PLK1 kinase activity; P53350; recombinant PLK1 kinase, TR-FRET peptide phosphorylation; inhibition, % at 10 µM; actives 0.53% (n = 97,000);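 active means inhibition of 50% or more in the single-concentration screen; inactive means inhibition below 50%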;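 further: 0% = DMSO max control and 100% = H-89 dihydrochloride min control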
DAT uptake mod: changed human dopamine transporter uptake under cocaine IC80; Q01959; LLC-PK1 hDAT cells, [14C]-dopamine uptake with cocaine IC80; actives deviate in either direction; B-score at 10 µM; actives 1.3% (n = 110,000);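 active means Z score or B-score, a plate-position-corrected score, falls beyond the plate's 99.7% confidence bounds, in either direction; inactive means both scores lie inside the 99.7% bounds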;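 further: scored against the spread of the other compound wells on the same plate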
sEH inhibitor: soluble epoxide hydrolase (human) inhibition; actives 0.34% (n = 91,000); inhibition, % at 2 µM; recombinant human sEH enzymatic activity assay; P34913; in the data active means inhibition above about 80%; further: values of inactives mirror those of a sister screen read the other way; many of its hits are not listed in these tables
Target sequence (P34913 whole entry, looked up): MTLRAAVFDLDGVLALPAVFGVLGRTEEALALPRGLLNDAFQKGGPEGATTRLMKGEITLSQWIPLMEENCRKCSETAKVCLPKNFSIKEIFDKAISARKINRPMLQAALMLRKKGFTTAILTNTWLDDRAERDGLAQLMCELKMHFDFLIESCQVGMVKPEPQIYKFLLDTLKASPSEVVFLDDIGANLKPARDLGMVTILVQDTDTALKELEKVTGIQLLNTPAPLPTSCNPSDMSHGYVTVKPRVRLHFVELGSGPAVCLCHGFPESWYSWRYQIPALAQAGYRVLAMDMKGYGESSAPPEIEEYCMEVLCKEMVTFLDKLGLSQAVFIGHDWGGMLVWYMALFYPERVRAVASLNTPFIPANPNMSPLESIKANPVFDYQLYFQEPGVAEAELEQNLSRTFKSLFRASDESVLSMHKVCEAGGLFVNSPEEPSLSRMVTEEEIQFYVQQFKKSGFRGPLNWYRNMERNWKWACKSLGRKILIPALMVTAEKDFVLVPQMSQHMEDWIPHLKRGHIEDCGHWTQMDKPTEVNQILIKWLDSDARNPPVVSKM
Ecoli WT expand: E. coli BW25113 growth inhibition, expanded screen; AID 710; OD600 absorbance; actives 0.15% (n = 98,000); growth inhibition, % at 100 µM;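 active means growth inhibition above about 50% at one test dose, limit read from the data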;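 further: growth measured after 20 h incubation at 37 °C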
F-actin modifier: alters cytoskeleton assembly in HUVEC cells. HUVEC TNFa F-actin phalloidin imaging, high content. inhibition, % at 2 µM. actives 0.18% (n = 91,000);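 active means inhibition above the batch mean plus 3 SD and confirmed as a hit by visual image inspection, cut at about 30% in these data, passing the limit was not always enough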; further: strong numbers were not always called active
IL1B cytotox: HUVEC cytotoxicity counter-screen, IL-1B stimulated | HUVEC cell count loss, Hoechst imaging | cell count reduction, % at 2 µM | actives 0.41% (n = 94,000) | AID 845;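 active means cell count reduction more than 3 SD above the screen-wide mean, cut at about 70% in these data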;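 further: normalized per plate to untreated control cells as the no-loss baseline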
Plk1 PBD FP: blocks phosphopeptide binding to human Plk1 polo box domain | P53350 | Plk1 PBD phosphopeptide binding, fluorescence polarization | inhibition, %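 (tested at about 20 µM)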 | actives 0.13% (n = 97,000); in the data active means inhibition above about 34%, passing the limit was not always enough
VCAM1 TNFa inh: reduces TNF alpha induced VCAM1 expression in HUVEC; HUVEC TNFa-induced VCAM-1 immunofluorescence, high-content imaging; inhibition, % at 2 µM; actives 0.48% (n = 95,000); AID 802;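 active means inhibition above the batch mean plus 3 SD, with images confirmed as a hit by eye, cut at about 37% in these data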;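 further: 0% = TNF-stimulated DMSO wells and 100% = unstimulated control wells; not every result past the cut was called active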
TNFa cytotox: HUVEC cytotoxicity counter-screen, TNF alpha stimulated | HUVEC TNFalpha-stimulated, Hoechst cell count, imaging | actives 0.17% (n = 93,000) | AID 848 | cell count reduction, % at 2 µM;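 active means cell count reduction exceeding the screen mean by over 5 SD, scaled to untreated wells per plate, cut at about 78% in these data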;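 further: cells counted after 24 h of TNF alpha exposure following the 1 h pretreatment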
Numbers without * were called inactive; nt = not tested or not shown.

1) Cc1ccc(NC(=O)c2cc(N3C(=O)C4CC=CCC4C3=O)ccc2N2CCCCC2)cc1 (stereo unspecified)
2) Cc1cc(C)c(NC(=O)CN2C(=O)NC3(CCCCC3)C2=O)c(Cl)c1
3) CC(C)(C)NC(=O)CSC(=Nc1cccc(F)c1)NC#N
4) O=C(Nc1ccon1)c1cccc(S(=O)(=O)N2CCCCCC2)c1
5) COc1cc(-c2c(C#N)c(N)nc3c2CCCC3)cc(OC)c1OC
entry no.	1	2	3	4	5
PLK1 inh	-11	-12	-13	-3	-10
DAT uptake mod	0.22	0.048	-0.85	-0.26	0.9
sEH inhibitor	10	nt	nt	-24	0
Ecoli WT expand	-7	0	-1	-3	1
F-actin modifier	-2	0	29	0	10
IL1B cytotox	0	nt	7	-85	19
Plk1 PBD FP	9	-4	-31	5	-17
VCAM1 TNFa inh	-4	7	13	13	3
TNFa cytotox	8	2	-22	5	-7

Sorted by length of the SMILES (rising): some entries from above
3) CC(C)(C)NC(=O)CSC(=Nc1cccc(F)c1)NC#N
5) COc1cc(-c2c(C#N)c(N)nc3c2CCCC3)cc(OC)c1OC
1) Cc1ccc(NC(=O)c2cc(N3C(=O)C4CC=CCC4C3=O)ccc2N2CCCCC2)cc1 (stereo unspecified)
entry no.	3	5	1
PLK1 inh	-13	-10	-11
DAT uptake mod	-0.85	0.9	0.22
sEH inhibitor	nt	0	10
Ecoli WT expand	-1	1	-7
F-actin modifier	29	10	-2
IL1B cytotox	7	19	0
Plk1 PBD FP	-31	-17	9
VCAM1 TNFa inh	13	3	-4
TNFa cytotox	-22	-7	8

(listing goes on)
6) O=C1CC(C(=O)Nc2cccc3ccccc23)C2(CCCC2)O1 (stereo unspecified)
7) Cc1nnc(NC(=O)CSc2nnc(CCc3nc4ccccc4[nH]3)n2C)s1
8) CCOC(=O)c1c(C)[nH]c(N=Nc2ccccc2C)c1C
9) O=C(CSc1ncccc1-c1nc2ccccc2[nH]1)NC1CC1
10) c1cnc2ccc(C(c3nnnn3C3CCCC3)N3CCN(c4nc5ccccc5s4)CC3)cc2c1 (stereo unspecified)
entry no.	6	7	8	9	10
PLK1 inh	-6	-6	-12	-10	1
DAT uptake mod	-0.28	0.25	-0.21	0.93	-0.2
sEH inhibitor	-2	-3	-4	-2	6
Ecoli WT expand	-2	0	-5	-1	-10
F-actin modifier	-5	-11	4	-9	nt
IL1B cytotox	0	-9	1	12	-63
Plk1 PBD FP	-1	-1	0	-18	-12
VCAM1 TNFa inh	8	-1	0	-20	12
TNFa cytotox	-6	-32	-8	-8	-20

11) CSc1ccccc1C(=O)Nc1cccc(C(C)=O)c1
12) O=C1Nc2ccccc2/C1=N/c1sc2c(c1C(=O)NCCc1ccccc1)CCCC2
13) CC(=O)Nc1ccc(S(=O)(=O)N2CCCN(S(=O)(=O)c3ccc(C)cc3)CC2)cc1
14) Cn1cccc1C(=O)NC(=O)CSc1cccc[n+]1[O-]
15) COc1ccc(S(=O)(=O)NCc2cccs2)cc1
entry no.	11	12	13	14	15
PLK1 inh	-37	-9	-1	-8	-11
DAT uptake mod	1	nt	0.96	-1.2	0.13
sEH inhibitor	3	4	-6	-22	-1
Ecoli WT expand	-4	-5	-3	7	13
F-actin modifier	11	-17	32	13	-1
IL1B cytotox	13	-9	-4	15	-16
Plk1 PBD FP	21	18	-11	6	6
VCAM1 TNFa inh	10	16	2	14	-3
TNFa cytotox	-10	-4	3	8	-8

16) CC(C)(C)C(=O)Nc1ccc(N2CCCC2)cc1
17) COc1cccc(-c2nc(-c3ccccc3)[nH]c(=O)c2C#N)c1
18) Cc1nn(Cc2ccc(F)cc2)c(C)c1NC(=O)c1cnn2c1NC(c1cccs1)CC2C(F)(F)F (stereo unspecified)
19) Cc1cccc(C)c1NC(=O)Cn1cnc2c(=O)n(C)c(=O)n(C)c21
20) COC(=O)c1c(NC(=O)CSc2nnnn2-c2ccccc2)sc2c1CCC(C(C)(C)C)C2 (stereo unspecified)
entry no.	16	17	18	19	20
PLK1 inh	-9	-8	3	14	-10
DAT uptake mod	-0.47	nt	2.9*	-1.1	-0.7
sEH inhibitor	-11	0	-3	-25	9
Ecoli WT expand	1	-9	2	-7	-6
F-actin modifier	nt	10	-18	-4	-1
IL1B cytotox	-1	-10	-33	14	9
Plk1 PBD FP	-37	-13	-17	16	-4
VCAM1 TNFa inh	4	0	-13	1	4
TNFa cytotox	-12	-8	0	-1	-20

21) COC(=O)c1ccccc1NC(=O)CSc1n[nH]c(CC(C)C)n1
22) O=C(COc1ccc(Br)cc1Br)NC(=S)N1CCCc2ccccc21
23) O=C(COC(=O)c1c2c(nc3ccccc13)CCCC2)c1cccs1
24) Cc1ccc(NC(=O)C(NS(=O)(=O)c2cccc3nsnc23)C(C)C)nc1 (stereo unspecified)
25) COc1ccc(/C=N/n2c(SC)nnc2-c2ccccc2)cc1C
entry no.	21	22	23	24	25
PLK1 inh	-7	-20	-4	-22	-10
DAT uptake mod	0.092	0.41	1.3	-0.72	2.8
sEH inhibitor	3	5	5	1	7
Ecoli WT expand	-1	0	-7	-4	-5
F-actin modifier	4	-6	-19	-8	-19
IL1B cytotox	-25	-12	6	-11	3
Plk1 PBD FP	19	1	-23	3	-5
VCAM1 TNFa inh	9	-16	-10	-12	6
TNFa cytotox	2	-5	10	17	-5

26) CCOc1cc(C)c(S(=O)(=O)Nc2ccc(Cl)cn2)cc1C
27) O=C(O)CCCCCN1C(=O)C(=O)/C(=C(/O)c2ccccc2)C1c1ccccc1 (stereo unspecified)
28) CCn1nc(C)cc1-c1n[nH]c(=S)n1N
29) CCOC(=O)N1CCC(NC(=O)c2ccc3c(c2)ncn3C2CCCC2)CC1
30) COc1ccc([C@H]2[C@H](C(=O)C(C)(C)C)N3N=Cc4ccccc4C3[C@]23N=C(c2ccccc2)OC3=O)cc1OC (stereo partly specified)
entry no.	26	27	28	29	30
PLK1 inh	-4	-12	-17	-12	-12
DAT uptake mod	-0.071	-0.73	-0.65	nt	nt
sEH inhibitor	nt	-8	-8	9	5
Ecoli WT expand	-3	-3	5	-4	4
F-actin modifier	-11	4	-20	6	-24
IL1B cytotox	-6	19	8	-3	7
Plk1 PBD FP	8	-2	-13	5	-21
VCAM1 TNFa inh	25	-12	4	12	16
TNFa cytotox	32	14	-9	-14	7

31) Cc1nnc(NC(=O)CCC(=O)NCc2cccs2)s1
32) COc1cccc(C(=O)NC(=S)Nc2ccc3c4c(cccc24)CC3)c1
33) Cc1cc(C)n2nc(-c3cccnc3)nc2n1
34) Cc1ccccc1NC(=O)CSc1nc2c(c(-c3ccco3)c1C#N)CCCC2
35) O=C(c1ccc(Cl)cc1)N1CCC(O)(CSc2ccc(Cl)cc2)CC1
entry no.	31	32	33	34	35
PLK1 inh	-5	-9	-12	-10	-3
DAT uptake mod	-0.57	-0.48	-0.6	-0.42	0.59
sEH inhibitor	-3	1	3	-8	nt
Ecoli WT expand	-4	-12	4	-5	-7
F-actin modifier	8	-2	11	7	nt
IL1B cytotox	-14	-19	-36	-26	nt
Plk1 PBD FP	-3	18	0	-3	29
VCAM1 TNFa inh	-1	-4	2	22	nt
TNFa cytotox	-1	7	-24	-11	nt

36) Cc1c(C(=O)NCCC2=CCCCC2)cccc1[N+](=O)[O-]
37) Cc1ccc2oc(-c3ccc(NC(=O)CC(C)C)cc3)nc2c1
38) CC1CCN(C(=O)C2CCN(C(=O)c3cc4sccc4n3Cc3ccc(F)cc3)CC2)CC1
39) O=C(NCCN1CCOCC1)c1cc(-c2ccc(F)cc2)on1
40) OC(COC1CCCCC1)CN1CCN(c2ccccc2)CC1 (stereo unspecified)
entry no.	36	37	38	39	40
PLK1 inh	-4	-8	-6	-2	-1
DAT uptake mod	1.7	0.46	1.3	0.15	0.25
sEH inhibitor	5	10	3	nt	3
Ecoli WT expand	-2	19	0	5	8
F-actin modifier	7	4	-20	8	21
IL1B cytotox	-10	0	11	-2	-25
Plk1 PBD FP	-34	-6	-8	-1	-5
VCAM1 TNFa inh	-2	-5	3	-15	-1
TNFa cytotox	-12	-19	6	-8	-19

41) COc1ccc(-n2cnnc2SC(C)c2nc3sc(C)c(C)c3c(=O)[nH]2)cc1 (stereo unspecified)
42) Cc1ccc(NC(=O)C(CC(C)C)NC(=O)C2CCC(C)CC2)nc1 (stereo unspecified)
43) Cc1ccc(S(=O)(=O)NCc2nnc(SCC(=O)Nc3cccc(C)c3C)n2C)cc1
44) C/C(N)=C(\C#N)C(=O)NCc1ccccn1
45) CCOC(=O)c1c(C)[nH]c(C)c1C(=O)CN1C(=O)NC2(CCC(C)CC2)C1=O (stereo unspecified)
entry no.	41	42	43	44	45
PLK1 inh	-11	5	-15	-10	-10
DAT uptake mod	2	-0.01	0.56	-0.17	1.3
sEH inhibitor	-18	2	7	14	-11
Ecoli WT expand	-6	2	-3	-4	-1
F-actin modifier	20	nt	-15	5	-7
IL1B cytotox	-54	14	0	-9	1
Plk1 PBD FP	5	-32	-15	5	-2
VCAM1 TNFa inh	4	11	-7	14	10
TNFa cytotox	1	0	-1	26	2

46) CCOc1ccc(C(Nc2ccc(C)cc2)P2(=O)OCCCO2)cc1 (stereo unspecified)
47) CN(C)N1C(N)=C(C#N)C(c2cccnc2)C2=C1CC(C)(C)CC2=O (stereo unspecified)
48) CCc1ccc(N(C(=O)c2ccoc2C)C(C(=O)NC2CCCC2)c2ccc(OC)cc2)cc1 (stereo unspecified)
49) CCOC(=O)c1c(-c2ccccc2)cn2ccccc12
50) Cc1ccc(S(=O)(=O)NCc2nc3ccccc3[nH]2)cc1
entry no.	46	47	48	49	50
PLK1 inh	-5	-12	-12	-1	-9
DAT uptake mod	0.84	-0.63	-0.87	-0.54	-0.46
sEH inhibitor	-6	0	6	0	2
Ecoli WT expand	2	4	-4	-5	6
F-actin modifier	0	-17	-24	-7	2
IL1B cytotox	-1	4	-51	-14	-7
Plk1 PBD FP	3	-11	-1	-33	25
VCAM1 TNFa inh	13	-2	5	13	1
TNFa cytotox	-5	5	-20	-10	-14

51) Cc1ccc(NC(=O)c2ccc(C#CC3(O)CCCCC3)cc2)cc1C
52) Cc1ccc(NC(=S)NCc2ccccn2)cc1
53) Cc1cc(C)n2c(SC/C(O)=C(\C#N)c3nc4ccccc4[nH]3)nnc2n1
54) CCc1ccc(N(C(=O)c2csnn2)C(C(=O)NCc2ccccc2)c2ccco2)cc1 (stereo unspecified)
55) O=C(CCS(=O)(=O)c1ccccc1)NC12CC3CC(CC(C3)C1)C2
entry no.	51	52	53	54	55
PLK1 inh	-6	-4	-6	-8	2
DAT uptake mod	0.011	0.28	2.2	0.17	1.1
sEH inhibitor	7	-4	2	-5	19
Ecoli WT expand	-11	2	-4	-5	0
F-actin modifier	11	4	6	16	3
IL1B cytotox	-6	10	-11	-16	-23
Plk1 PBD FP	-14	-30	-16	-10	-21
VCAM1 TNFa inh	2	6	-25	12	0
TNFa cytotox	-9	8	-4	-2	-16

Profiles, quoted from the list. Order of values: PLK1 inh, DAT uptake mod, sEH inhibitor, Ecoli WT expand, F-actin modifier, IL1B cytotox, Plk1 PBD FP, VCAM1 TNFa inh, TNFa cytotox
Results for Cc1cc(C)n2c(SC/C(O)=C(\C#N)c3nc4ccccc4[nH]3)nnc2n1 : -6, 2.2, 2, -4, 6, -11, -16, -25, -4
Results for Cc1ccc(NC(=S)NCc2ccccn2)cc1 : -4, 0.28, -4, 2, 4, 10, -30, 6, 8
Results for CCc1ccc(N(C(=O)c2csnn2)C(C(=O)NCc2ccccc2)c2ccco2)cc1 (stereo unspecified) : -8, 0.17, -5, -5, 16, -16, -10, 12, -2
